Bioassay records (PubChem)
M1 PAM: potentiates human M1 receptor response to acetylcholine; P11229; CHO-K1 hM1, Fluo-8 calcium fluorescence, ACh EC20; 0% = ACh EC20, 100% = maximal ACh; activation, % at 3 µM; actives 0.088% (n = 360,000); AID 588819; in the data active = activation above about 19%, passing the limit was not always enough
Target sequence (P11229 whole entry, looked up): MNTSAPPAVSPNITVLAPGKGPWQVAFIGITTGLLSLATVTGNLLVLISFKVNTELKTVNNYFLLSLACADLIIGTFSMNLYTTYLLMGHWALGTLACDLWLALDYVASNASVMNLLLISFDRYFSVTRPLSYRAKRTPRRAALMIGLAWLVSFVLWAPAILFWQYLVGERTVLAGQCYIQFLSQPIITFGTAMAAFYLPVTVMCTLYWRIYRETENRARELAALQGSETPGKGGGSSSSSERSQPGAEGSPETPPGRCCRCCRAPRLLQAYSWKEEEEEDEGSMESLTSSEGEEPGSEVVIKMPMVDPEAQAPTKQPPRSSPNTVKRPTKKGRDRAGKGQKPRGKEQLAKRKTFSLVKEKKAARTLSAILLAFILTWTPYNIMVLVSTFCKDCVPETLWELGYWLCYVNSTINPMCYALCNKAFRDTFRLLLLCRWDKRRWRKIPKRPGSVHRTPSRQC
TAAR1 ag: human TAAR1 agonism; activation, % at 3 µM; Q96RJ0; actives 0.99% (n = 360,000); CHO RD-HGA16 TAAR1, Fluo-8 calcium fluorescence; vehicle wells 0%, saturating PEA agonist 100%;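 active = activation above the mean activation of all test compounds in the run plus 3 SD, cut at about 38% in these data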
Target sequence (Q96RJ0 whole entry, looked up): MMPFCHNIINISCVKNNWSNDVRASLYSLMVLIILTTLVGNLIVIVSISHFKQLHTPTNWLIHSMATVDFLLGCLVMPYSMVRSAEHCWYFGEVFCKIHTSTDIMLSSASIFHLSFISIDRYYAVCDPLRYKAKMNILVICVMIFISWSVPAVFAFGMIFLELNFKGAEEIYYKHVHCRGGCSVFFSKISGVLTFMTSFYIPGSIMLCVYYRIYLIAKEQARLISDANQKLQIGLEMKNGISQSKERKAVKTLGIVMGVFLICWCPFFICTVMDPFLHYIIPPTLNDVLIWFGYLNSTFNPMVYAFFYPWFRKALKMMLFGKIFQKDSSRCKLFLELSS
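test system = CHO RD-HGA16 cells carrying human TAAR1 plus Gα16 | schedule = 17-24 h seeding, 75 min 37 °C dye, 30 min RT | compound dosing = 3 µM single concentration | control set = DMSO and PEA EC100 | replicates = n 1 | signal = Fluo-8 fluorescence, 5 s baseline then 140 s kinetic read | measure = percent activation vs PEA EC100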
M1 ag parental: M1 agonist counterscreen hit in parental CHO-K1 cells; Fluo-8 calcium fluorescence; scaled to maximal ATP response, vehicle zero; activation, % at 3 µM; actives 0.48% (n = 360,000); AID 602248; in the data active = activation above about 15%;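 note: untransfected CHO-K1 host cells lacking M1 receptor as counterscreen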
M1 antag: antagonists of human M1 muscarinic receptor; P11229; CHO-K1 hM1, Fluo-8 calcium fluorescence, ACh EC80 antagonist; actives 1.3% (n = 360,000); inhibition, % at 3 µM;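 active = percent inhibition above its own plate's cutoff, namely the mean of that plate's compound wells plus 3 SD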;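 note: peak over basal fluorescence ratio during 140 s after agonist addition; 0% = ACh EC80 plus DMSO and 100% = DMSO alone without agonist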
TAAR1 antag: human TAAR1 antagonism; CHO RD-HGA16 TAAR1, Fluo-8 calcium fluorescence, antagonist; inhibition, % at 3 µM; AID 624466; actives 1.5% (n = 360,000);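 active = inhibition above a per-plate cutoff, the mean inhibition of test compounds on that plate plus 3 SD, cut at about 49% in these data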;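 note: 0% = DMSO plus EC80 beta-PEA response and 100% = DMSO alone without agonist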
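Material: CHO RD-HGA16 cells bearing hTAAR1; compound dosing: one-point dosing, 3 µM nominal final; schedule: dye loading 75 min at 37 °C, then 30 min room temperature; measured by: calcium fluorescence with Fluo-8; control set: vehicle and agonist controls; replication: n of 1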
CHRM1 agonist: agonists of human M1 muscarinic receptor | actives 0.33% (n = 360,000) | CHO-K1 hM1, Fluo-8 calcium fluorescence, agonist mode; 0% DMSO, 100% acetylcholine EC100 | activation, % at 3 µM | P11229 | AID 588814;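 active = activation above the run's mean compound activation plus 3 SD, cut at about 16% in these data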;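 note: peak over basal fluorescence ratio within a 140 s kinetic read after compound addition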
CHO-K1 Ca PAM: M1 PAM counterscreen hit in parental CHO-K1 cells; ATP EC20, Fluo-8 calcium fluorescence; 0% at ATP EC20, 100% at ATP max; activation, % at 3 µM; actives 0.02% (n = 360,000);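 active = activation above the run cutoff, the mean activation of all test compounds plus 3 SD, cut at about 40% in these data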;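 note: peak over basal fluorescence ratio in a 140 s read after ATP addition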
CHO-K1 Ca antag: nonselective inhibitor or artifact in parental CHO-K1 cells. actives 0.6% (n = 360,000). ATP-induced calcium, Fluo-8 fluorescence. inhibition, % at 3 µM;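 active = inhibition above a per-plate cutoff, the plate's mean sample inhibition plus 3 SD, cut at about 24% in these data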;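 note: 0% = DMSO plus EC80 ATP and 100% = DMSO alone without ATP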
CHO parental Ca: counter-screen for OX1R antagonists: effect in parental CHO cells; parental CHO-K1, ATP-induced calcium, Fluo-8 fluorescence; inhibition, % at 5.6 µM; actives 0.63% (n = 330,000); AID 463079;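 active = inhibition above that plate's mean sample inhibition plus 3 SD, cut at about 26% in these data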;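 note: 0% = ATP-challenged DMSO wells and 100% = DMSO wells without ATP; some compounds past the cut are filed as inactive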
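Test system: untransfected parental CHO cell line; also added: ATP stimulus; dosing: 5.6 µM, single dose; signal: calcium-sensitive Fluo-8 fluorescence; measure: percent inhibition of ATP-evoked calcium rise, normalized to controls; benchmarks: low control ATP plus DMSO, high control DMSO only; replication: one well per compound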
Active calls of the source: *; . = no result given.

molecule	M1 PAM	TAAR1 ag	M1 ag parental	M1 antag	TAAR1 antag	CHRM1 agonist	CHO-K1 Ca PAM	CHO-K1 Ca antag	CHO parental Ca
CCC1S/C(=N/N=C/c2ccco2)N(Cc2ccccc2)C1=O (stereo not given)	8	1	0.6	-10	-7	-4	23	-9	-25
c1ccc2oc(Cc3ccc(Cc4nc5ccccc5o4)cc3)nc2c1	0	5	5.1	5	18	2	12	-6	12
CCOC(=O)c1c(C)[nH]c(C(=O)COC(=O)COc2ccccc2C)c1C	-7	4	2.1	5	18	-5	7	-1	-22
CSc1nc(S(=O)(=O)c2ccc(C)cc2)c(N2CCOCC2)s1	13	0	0.6	-17	6	-3	3	1	.
COC(=O)c1sccc1NC(=O)Cc1ccc(Br)cc1	5	12	-0.3	-7	11	-3	17	-18	-14
c1csc(-n2nc3ccccc3n2)c1	-2	-1	-0.6	-5	-3	-6	-2	-2	-11
CCOC(=O)N1CCN(Cc2nc3c(c(=O)n(C)c(=O)n3C)n2Cc2ccc(F)cc2)CC1	4	0	0.9	-6	-4	-4	15	-7	-6
CCc1nc(N2CCN(C(=O)c3ccco3)CC2)c2c3c(sc2n1)CCCC3	5	15	1.2	-4	22	-5	9	-6	3
CC(C(O)c1cc(=O)c(OCc2ccccc2)co1)[N+](=O)[O-] (stereo not given)	10	0	-0.3	-15	2	-2	5	-3	-16
C=CCn1c(SCC(=O)Nc2sccc2C(N)=O)nc2ccccc2c1=O	0	16	1.3	5	20	-2	21	-5	-27
COc1ccccc1CCNC(=O)c1nc(-c2cccs2)no1	3	-1	2.0	-6	2	-10	25	1	-16
Cc1c(C(=O)NC2CC(C)(C)NC(C)(C)C2)oc2c(Cl)cccc12	5	2	3.9	-10	-7	-5	27	-5	.
NCCCC[C@H]1CN=C(N)N1CCC12CC3CC(CC(C3)C1)C2	-39	9	0.1	59*	-18	-14	-9	-10	-7
O=C(CCc1ccc(S(=O)(=O)N2CCOCC2)cc1)NN=C1CCCCCCC1	-3	5	0.5	3	-40	-6	17	0	-6
O=C(Nc1ccccn1)c1ccc2c(c1)OCCO2	10	2	0.2	-1	8	-8	18	-1	-13
O=c1cc(O)c2sc(Nc3cccc(C(F)(F)F)c3)nc2[nH]1	10	1	-0.6	3	0	1	-6	5	2
Cc1occc1-c1nnc(SCC(=O)N2CCOCC2)n1CC(C)C	5	3	0.1	-9	3	-3	5	-2	1
COc1ccc(CCn2c(=S)[nH]c3ccc(N4CCOCC4)cc3c2=O)cc1OC	-3	6	0.3	5	-3	-5	9	-2	-20
Cc1cc(Cl)ccc1OCC(=O)N/N=C/c1ccncc1	4	-1	6.3	-15	8	-6	-4	-20	-13
Cc1cc(C(C)(C)C)cc(C)c1C[n+]1ccc2ccccc2c1	-11	3	8.0	16	-10	-8	-3	6	2
O=C(Cc1n[nH]c(=O)[nH]c1=O)N/N=C/c1cccc(Cl)c1	3	29	0.4	-4	8	-3	-16	5	-7
O=C(COC(=O)CCc1ccc(S(=O)(=O)N2CCOCC2)cc1)NC1CCCC1	1	12	1.0	5	-22	-2	9	0	-8
CN(C)CCN(C)Cc1ccccc1Sc1cccc2ccccc12	-11	22	2.0	18	7	-8	5	-6	-13
CC1(C(=O)O)CCC(C(=O)Nc2ccc(Cl)c(Cl)c2)C1(C)C (stereo not given)	10	1	0.8	-23	-29	0	21	-13	.
Cc1cc(NC(=O)c2ccccc2F)nc2c1c(=O)oc1ccccc12	6	1	0.8	-8	4	-4	14	-15	-26
Cc1ccc(OCC(O)CNS(=O)(=O)c2ccccc2C(=O)N2CCCCC2)cc1 (stereo not given)	5	16	0.8	-2	-4	-2	-4	8	-3
CC(C)COP(=O)(c1ccc(N(C)C)cc1)C(O)c1ccc(N(C)C)cc1 (stereo not given)	1	2	0.8	-5	-13	-4	9	-9	-11
CCOc1c2ccccc2nn1CCO	15	1	-0.5	-4	16	6	-13	-6	-3
O=C(COC(=O)c1cc2c(s1)CCC2)Nc1ccc(F)cc1	-7	-2	0.3	4	-22	-5	5	-1	-3
Cc1cc(Nc2ccc(Cl)cc2)n(-c2ccccc2)n1	-6	-3	-0.6	-24	-1	-6	11	-8	-31
Cc1ccc(NC(=O)Cn2sc3nc(C)cc(C)c3c2=O)c(Cl)c1	7	25	5.5	1	-11	8	14	-2	46*
O=C(COc1ccccc1)N1CCN(c2nnc(-c3ccccc3)c3ccccc23)CC1	-17	9	1.6	24	14	-5	20	1	-24
NC(=O)c1ccccc1NC(=O)CSc1cn[nH]n1	15	3	0.8	-20	-21	-5	9	-20	-3
Cc1ccc(NS(=O)(=O)c2cccc(C(=O)N/N=C/c3c(C)nn(-c4ccccc4)c3N3CCCC3)c2)c(C)c1	0	1	0.7	4	9	-5	16	-8	-27
O=C(CN1C(=O)NC2(CCCCCC2)C1=O)N1CCN(c2ccc(F)cc2)CC1	1	5	1.2	-4	-11	-2	8	-1	-6
CC(C)C[C@@H](CO)N1CCN(Cc2ccc(Br)cc2)CCC1=O	8	8	2.2	-4	-16	-6	19	-15	-17
COc1ccc(-c2ccc(NS(=O)(=O)c3ccc([N+](=O)[O-])cc3)cc2)nn1	12	21	1.7	-4	-23	3	-10	-9	6
CCN(CC)S(=O)(=O)c1cccc(C(=O)Nc2cc3oc4ccccc4c3cc2OC)c1	1	1	0.0	8	-29	-4	14	-8	-13
COc1cc(N2C(=O)NC3CC2(C)Oc2ccccc23)cc(OC)c1OC (stereo not given)	7	3	1.7	-4	-10	-2	-2	-9	-9
O=C(CC[C@H]1O[C@@H](n2cnc3c(NC(=O)c4ccccc4)ncnc32)[C@H](O)[C@@H]1O)NCc1ccc(OC(F)(F)F)cc1	8	2	-0.2	3	8	3	5	16	.

Complete entries, quoted from the list.
O=C(CN1C(=O)NC2(CCCCCC2)C1=O)N1CCN(c2ccc(F)cc2)CC1 is listed with M1 PAM = 1; TAAR1 ag = 5; M1 ag parental = 1.2; M1 antag = -4; TAAR1 antag = -11; CHRM1 agonist = -2; CHO-K1 Ca PAM = 8; CHO-K1 Ca antag = -1; CHO parental Ca = -6
COc1ccc(-c2ccc(NS(=O)(=O)c3ccc([N+](=O)[O-])cc3)cc2)nn1 is listed with M1 PAM = 12; TAAR1 ag = 21; M1 ag parental = 1.7; M1 antag = -4; TAAR1 antag = -23; CHRM1 agonist = 3; CHO-K1 Ca PAM = -10; CHO-K1 Ca antag = -9; CHO parental Ca = 6

The list continues.
molecule	M1 PAM	TAAR1 ag	M1 ag parental	M1 antag	TAAR1 antag	CHRM1 agonist	CHO-K1 Ca PAM	CHO-K1 Ca antag	CHO parental Ca
O=C(CNS(=O)(=O)c1ccccc1)NCc1ccco1	2	1	0.6	2	-16	-4	-1	-3	-5
COC(=O)c1cn(C(=O)c2cccc(Br)c2)c2ccccc12	0	2	2.1	-3	-10	-6	-9	-12	-3
COc1ccc(NC(=O)C(C)N2c3cccc4cccc(c34)S2(=O)=O)cc1OC (stereo not given)	-4	4	4.4	0	8	1	-16	20	41*
Cc1ccc(-n2cc(CN3CCN(Cc4nccn4C)CC3)c(-c3cccc(C)c3)n2)cc1	5	1	1.1	-6	-1	-7	13	-17	-1
Cc1nn(CC(=O)NCCCN2CCCCC2C)c(=O)c2cccn12 (stereo not given)	-6	1	0.6	10	-10	-8	10	-7	-4
CC1(C(=O)NCc2ccco2)Cc2c(-c3ccccc3)ccnc2O1 (stereo not given)	5	1	-0.2	-5	-18	-3	1	4	.
COc1cccc(-c2cc3nc(-c4ccccc4)cc(N4CCC5(CC4)OCCO5)n3n2)c1	0	-1	1.1	1	33	0	2	-8	-13
C#CCOCCOCCOCCNc1nc(N2CCN(C(=O)[C@H]([C@@H](C)CC)n3cc([C@@H](N)CC(C)C)nn3)CC2)nc(N2CCN(C(=O)[C@H](CCCCN)n3cc([C@@H](N)C(C)CC)nn3)CC2)n1 (stereo not given in full)	12	.	0.7	-22	.	-7	16	-11	-2
O=C(c1ccco1)N(CCCN1CCOCC1)c1nc(-c2ccc(Cl)cc2)cs1	-7	11	3.2	0	14	-1	17	-10	-33
CCc1ccc(NC(=S)N2CCC(NC(=O)c3ccccc3OC)CC2)cc1	6	0	4.4	-4	-5	-5	9	-16	-18
Cc1ccc(C(=O)NC2CC(C)(C)NC(C)(C)C2)cc1C	7	2	0.7	-6	-1	-5	23	-10	-10
CCOc1cccc(C(=O)Nc2ccncc2)c1	1	-1	6.6	1	9	-2	10	-9	-5
Cc1ccc2oc(C(=O)N(C)Cc3ccon3)c(C)c2c1	11	1	0.5	-5	-15	3	2	-10	-2
Cc1ccc(C(=O)Nc2ccc(S(=O)(=O)N3CCCC3)cc2)s1	-4	0	1.1	15	-11	-5	0	2	-8
COc1ccc(CCC(=O)Nc2nc(C)c(C(=O)N(C)C)s2)cc1	6	1	0.2	13	-10	0	-8	-10	-8
O=C1NC(c2cc(Cl)cc([N+](=O)[O-])c2O)Nc2ccccc21 (stereo not given)	5	-1	0.1	-12	-5	-4	11	-8	2
